MKP-1 inh: inhibitors of human MKP-1 phosphatase; P28562; recombinant MKP-1, OMFP hydrolysis fluorescence; inhibition, %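 (compounds tested at a single concentration somewhere between 10 and 100 µM)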; hit rate 0.15% among 65,000;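 active = inhibition above about 50%, limit read from the data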;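 also: 0% = DMSO max control wells and 100% = wells with enzyme stopped by NaOH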
Target sequence (P28562 whole entry, looked up): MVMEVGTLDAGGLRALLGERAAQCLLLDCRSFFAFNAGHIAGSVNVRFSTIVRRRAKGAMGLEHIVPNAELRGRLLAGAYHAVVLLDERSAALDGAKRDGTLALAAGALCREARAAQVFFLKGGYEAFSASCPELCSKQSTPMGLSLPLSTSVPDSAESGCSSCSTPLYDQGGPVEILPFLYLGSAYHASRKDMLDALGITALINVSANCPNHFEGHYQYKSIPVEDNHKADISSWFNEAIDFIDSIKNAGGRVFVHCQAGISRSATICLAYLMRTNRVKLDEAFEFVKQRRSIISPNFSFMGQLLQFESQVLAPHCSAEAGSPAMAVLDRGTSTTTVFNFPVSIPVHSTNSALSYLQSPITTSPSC
Ec RNAP inh: blocks E. coli RNA polymerase transcription; P0A8V2; inhibition, %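 (tested at 10 µM)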; AID 559; fluorescence transcription assay; hit rate 0.2% among 62,000; in the data active = inhibition above about 20%;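 also: 0% = enzyme without compound and 100% = no enzyme blank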
tolC growth inh: growth inhibitors of E. coli BW25113 tolC mutant; AID 573; growth inhibition, % at 10 µM (by protocol); OD615; hit rate 2.2% among 65,000;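 active = growth inhibition at or above a cutoff equal to the mean over every tested compound plus 3 SD, cut at about 60% in these data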;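 also: growth measured after 20 h incubation at 37 °C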
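Test system: tolC-deleted E. coli BW25113; medium: LB with kanamycin 50 µg/mL; compound: single-point testing at 10 µM; incubation: 20 h compound exposure of bacteria at 37 °C; signal: OD at 615 nm; evaluation: growth inhibition in percent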
D1 allo mod: D1 dopamine receptor (human) allosteric modulation; P21728; HEK293 D1, CRE-luciferase, dopamine EC30 potentiation; actives deviate in either direction; B-score at 10 µM; hit rate 5.9% among 58,000; AID 641;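 active = luminescence count or its row- and column-corrected plate score outside the 99.7% band of the plate's sample wells, on either side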
CatB mix inh: inhibitors of human cathepsin B in compound mixtures; P07858; Purified cathepsin B, AMC dipeptide fluorescence; inhibition, %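 (ten-compound pools at 5 µM per compound and 50 µM total)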; hit rate 0.06% among 62,000; AID 488; in the data active = inhibition above about 22%, passing the limit was not always enough;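 also: 0% = enzyme without compound and 100% = no enzyme blank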
Cdc25B block: inhibitors of human Cdc25B phosphatase | P30305 | recombinant Cdc25B, OMFP fluorescence Ex485/Em525 | inhibition, %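 (compounds tested at 10 µM final in the well)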 | hit rate 0.1% among 65,000 | AID 368; in the data active = inhibition above about 50%
Target sequence (P30305 whole entry, looked up): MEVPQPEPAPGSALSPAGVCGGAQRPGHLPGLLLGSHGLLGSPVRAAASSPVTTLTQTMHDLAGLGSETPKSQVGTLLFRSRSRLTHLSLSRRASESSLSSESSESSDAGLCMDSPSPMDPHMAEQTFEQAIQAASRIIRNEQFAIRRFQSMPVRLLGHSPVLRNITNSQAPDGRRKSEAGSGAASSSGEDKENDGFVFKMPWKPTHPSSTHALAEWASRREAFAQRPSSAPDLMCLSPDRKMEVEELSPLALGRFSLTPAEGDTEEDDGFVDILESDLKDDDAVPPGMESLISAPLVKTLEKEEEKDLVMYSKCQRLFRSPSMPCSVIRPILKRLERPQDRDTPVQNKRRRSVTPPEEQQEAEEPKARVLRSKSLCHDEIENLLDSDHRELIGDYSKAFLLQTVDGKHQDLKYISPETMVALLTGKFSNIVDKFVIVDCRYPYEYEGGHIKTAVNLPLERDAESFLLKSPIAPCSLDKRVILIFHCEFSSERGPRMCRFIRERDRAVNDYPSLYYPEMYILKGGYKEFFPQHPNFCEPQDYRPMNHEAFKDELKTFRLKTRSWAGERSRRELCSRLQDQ
CatB inh: inhibitors of human cathepsin B; P07858; purified cathepsin B, fluorogenic substrate, fluorescence; hit rate 0.1% among 63,000; inhibition, %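 (tested at 10 µM)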; in the data active = inhibition above about 21%;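 also: 0% = enzyme with no compound and 100% = no enzyme blank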
Hsp90 block: displaces geldanamycin probe from tumor Hsp90; P07900; NCI-N417 lysate Hsp90, Cy3B-geldanamycin FP displacement; inhibition, % at 30 µM; hit rate 0.35% among 64,000; AID 429;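 active = inhibition above 50%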;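 also: 0% = tracer plus lysate wells and 100% = tracer alone without lysate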
AP ELISA ortho: alternative pathway complement inhibition, orthogonal assay. Human serum alternative complement pathway, LPS-coated ELISA, C3 deposition; tested in compound mixtures. inhibition, % at 5 µM. hit rate 0.08% among 62,000;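 active = inhibition above 30% in each of the two pooled mixtures holding the compound, so the lower value exceeds 30%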;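 also: 0% = serum in Mg-EGTA without compound and 100% = EDTA serum blank; some compounds past the cut are filed as inactive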
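Test system: human serum complement alternative pathway, C3 deposition onto LPS / Medium: Mg2+-EGTA GVB++ buffer containing human serum at 1:15 dilution / Probe or stimulus: Plate-bound LPS / Times: 1 h at 37 °C / Signal: ELISA with HRP anti-human C3 antibody, TMB substrate, absorbance 450 nm / Measure: percent inhibition / Repeats: two pool placements per compound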
* = called active by the depositor; / = no result given. Compounds as they come; about 7.6% have a hit in one of these screens.

item	molecule	AP ELISA ortho	D1 allo mod	MKP-1 inh	Cdc25B block	tolC growth inh	Ec RNAP inh	CatB inh	CatB mix inh	Hsp90 block
1	Cc1c(C#N)c2ccccc2n1CC(=O)N1CCCC1	33	-0.12	3	-8	-17	5	-4	-3	-10
2	CCOC(=O)CN(C(=O)Cn1nnc(-c2ccc(C)cc2)n1)C(CC)C(=O)NC1CCCC1 (stereo not drawn)	-11	-0.029	2	-24	4	10	6	4	-2
3	CCCCC(CCC(=O)O)(C(=O)OCC)c1csc(N)n1 (stereo not drawn)	4	-0.97	0	-1	-22	6	0	-5	1
4	O=C(NCC1CCCO1)c1cc(-c2ccncc2)nc2ccc(S(=O)(=O)N3CCOCC3)cc12 (stereo not drawn)	2	0.77	14	9	-15	13	3	9	-3
5	CN(C)c1nc(NCc2ccccc2)nc(Oc2ccc(=O)[nH]n2)n1	27	2.1	-10	-1	0	3	0	2	3
6	Cc1[nH]c2ccc(-c3nnc(SCC(=O)NCc4ccco4)n3Cc3ccccc3)cc2c1C	14	0.039	29	-7	47	8	3	2	-5
7	Cn1c(NCCCN2CCOCC2)nc2c1c(=O)n(Cc1ccc(Cl)c(Cl)c1)c(=O)n2C	-29	-1.5	29	-3	22	7	6	-1	-3
8	Cn1cccc1Cc1nnc(SCC(=O)NCc2ccccc2)n1-c1ccc(F)cc1	3	0.65	3	-4	13	-2	0	-3	-2
9	O=C(c1ccco1)N1CCN(c2cccc(Cl)c2)CC1	10	-0.48	-1	2	8	4	3	4	-4
10	COc1ccc(NC(=O)c2cc(CC(C)C)on2)cc1OC	7	0.56	-5	-7	-3	4	-6	2	-4
11	CCOc1ccccc1C1C(C(N)=O)=C(C)Nc2nc(CCCO)nn21 (stereo not drawn)	8	-0.2	3	-15	-7	10	7	1	-1
12	Cc1noc(C)c1COc1ccc(C(=O)OCC(=O)N2CC3(C)CC2CC(C)(C)C3)cc1 (stereo not drawn)	7	-0.24	33	-3	22	14	8	7	-2
13	COc1ccc(OC)c(C2C3CN(C(C)C)CC=C3C(C#N)=C(N)C2(C#N)C#N)c1 (stereo not drawn)	-10	-1.4	12	5	2	6	3	2	0
14	CCOC(=O)Cc1nnc(NC(=O)CSc2nnc3c4ccccc4n(C)c3n2)s1	5	1.9	38	2	25	0	10	30	-4
15	Cc1cccn2c(=O)c3cc(C(=O)NCCCN4CCCC4=O)n(C)c3nc12	/	3	11	3	25	/	/	/	-1
16	Cc1ccc(C(=O)NC2CCS(=O)(=O)C2)cc1S(=O)(=O)N1CCOCC1 (stereo not drawn)	19	-0.47	-15	13	-11	4	-3	0	-9
17	CC(=O)CC(=O)NC(=NC1CCCCC1)Nc1nc(C)cc(C)n1	22	-0.33	4	-13	16	3	-4	9	0
18	CC(=O)C(C(C)=O)c1c(Cl)c(O)c(O)c2c(C(=O)c3ccccc3)coc12	-15	-1.4	10	10	11	32*	11	2	20
19	CCCOC(=O)c1ccc(Oc2c(-c3ccc(O)cc3O)n[nH]c2C)cc1	18	-0.17	6	14	100*	2	0	-6	4
20	O=C(NC1CCCCC1)NC1(C(=O)N2CCN3CCCC3C2)CCCCC1 (stereo not drawn)	16	-3*	-4	-8	-12	7	-1	1	-3

14 compounds out of the list, sorted by molar mass, ascending:
item	molecule	AP ELISA ortho	D1 allo mod	MKP-1 inh	Cdc25B block	tolC growth inh	Ec RNAP inh	CatB inh	CatB mix inh	Hsp90 block
1	Cc1c(C#N)c2ccccc2n1CC(=O)N1CCCC1	33	-0.12	3	-8	-17	5	-4	-3	-10
3	CCCCC(CCC(=O)O)(C(=O)OCC)c1csc(N)n1 (stereo not drawn)	4	-0.97	0	-1	-22	6	0	-5	1
17	CC(=O)CC(=O)NC(=NC1CCCCC1)Nc1nc(C)cc(C)n1	22	-0.33	4	-13	16	3	-4	9	0
11	CCOc1ccccc1C1C(C(N)=O)=C(C)Nc2nc(CCCO)nn21 (stereo not drawn)	8	-0.2	3	-15	-7	10	7	1	-1
20	O=C(NC1CCCCC1)NC1(C(=O)N2CCN3CCCC3C2)CCCCC1 (stereo not drawn)	16	-3*	-4	-8	-12	7	-1	1	-3
15	Cc1cccn2c(=O)c3cc(C(=O)NCCCN4CCCC4=O)n(C)c3nc12	/	3	11	3	25	/	/	/	-1
16	Cc1ccc(C(=O)NC2CCS(=O)(=O)C2)cc1S(=O)(=O)N1CCOCC1 (stereo not drawn)	19	-0.47	-15	13	-11	4	-3	0	-9
13	COc1ccc(OC)c(C2C3CN(C(C)C)CC=C3C(C#N)=C(N)C2(C#N)C#N)c1 (stereo not drawn)	-10	-1.4	12	5	2	6	3	2	0
8	Cn1cccc1Cc1nnc(SCC(=O)NCc2ccccc2)n1-c1ccc(F)cc1	3	0.65	3	-4	13	-2	0	-3	-2
14	CCOC(=O)Cc1nnc(NC(=O)CSc2nnc3c4ccccc4n(C)c3n2)s1	5	1.9	38	2	25	0	10	30	-4
2	CCOC(=O)CN(C(=O)Cn1nnc(-c2ccc(C)cc2)n1)C(CC)C(=O)NC1CCCC1 (stereo not drawn)	-11	-0.029	2	-24	4	10	6	4	-2
6	Cc1[nH]c2ccc(-c3nnc(SCC(=O)NCc4ccco4)n3Cc3ccccc3)cc2c1C	14	0.039	29	-7	47	8	3	2	-5
7	Cn1c(NCCCN2CCOCC2)nc2c1c(=O)n(Cc1ccc(Cl)c(Cl)c1)c(=O)n2C	-29	-1.5	29	-3	22	7	6	-1	-3
4	O=C(NCC1CCCO1)c1cc(-c2ccncc2)nc2ccc(S(=O)(=O)N3CCOCC3)cc12 (stereo not drawn)	2	0.77	14	9	-15	13	3	9	-3

Carrying on:
item	molecule	AP ELISA ortho	D1 allo mod	MKP-1 inh	Cdc25B block	tolC growth inh	Ec RNAP inh	CatB inh	CatB mix inh	Hsp90 block
21	O=C(NC1CC1)c1ccc(S(=O)(=O)NC2CCCCCC2)cc1	21	-0.99	-5	8	27	7	5	0	-1
22	O=C(Nc1ccc(Oc2ccc(NC(=O)C3CCCO3)cc2)cc1)C1CCCO1 (stereo not drawn)	0	1.5	-4	-3	2	5	5	3	0
23	Cc1nc(N2CCC(C(N)=O)CC2)c2nnn(Cc3ccccc3)c2n1	/	3.2*	15	-9	5	/	/	/	1
24	O=C(CSc1nc2[nH]ncc2c(=O)n1-c1ccccc1)c1ccc2c(c1)OCCO2	4	-2	36	-9	19	8	7	2	-4
25	Cc1cccc(OCc2nnc(SCC(=O)OC3CCCCC3)o2)c1	2	0.24	-14	-5	8	10	1	5	2
26	Cc1c(C(=O)O)oc2ccc(S(=O)(=O)N3CC(C)CC(C)C3)cc12 (stereo not drawn)	20	-1	11	12	22	0	1	2	-1
27	CC(C)Cc1nc(N2CCN(C(=O)c3ccco3)CC2)c(C#N)c2c1CCC2	-22	7.5*	-7	17	8	10	3	1	-2
28	CN1CCN(S(=O)(=O)c2cccc(S(=O)(=O)c3ccc(Cl)cc3)c2)CC1	17	-0.054	6	-6	9	0	3	1	-4
29	COCCn1c(=O)[nH]c2cc(C(=O)NC(C)C)ccc2c1=O	3	0.034	6	4	-5	4	-1	1	/
30	COc1cccc(/C(O)=C2/C(=O)C(=O)N(CCN(C)C)C2c2ccccn2)c1 (stereo not drawn)	-10	1.1	-34	-4	-7	8	-1	-1	-4
31	c1cncc(-c2nn[nH]n2)c1	-14	-0.41	26	-18	-6	-11	-2	4	1
32	CCCC(c1nnnn1Cc1ccco1)N1CCC(C(N)=O)CC1 (stereo not drawn)	-4	0.054	-23	-6	-15	2	-2	5	2
33	O=C(CCCN1Cc2ccccc2C1)c1ccc(F)cc1	-1	-3.6	16	-1	-10	-8	2	1	-2
34	O=C(Nc1ccc2oc(-c3ccncc3)nc2c1)c1cccs1	-8	-0.17	7	6	0	-14	0	-1	-4
35	CC1=C(C(=O)Nc2ccccc2)C(c2ccccn2)n2nc(CCCO)nc2N1 (stereo not drawn)	9	-0.61	-8	-35	-7	6	2	7	-2
36	O=C(CN1CCN(CC(=O)Nc2ccc3c(c2)OCO3)CC1)Nc1ccc(F)cc1	6	-0.041	-7	-11	-9	5	5	4	-2
37	CCOc1ccccc1N(CC(=O)NCc1ccc(OC)cc1)S(C)(=O)=O	13	-0.66	-23	5	-21	-1	3	0	2
38	Cc1c(C(=O)O)sc2nc3n(c(=O)c12)CCC(C)CC3 (stereo not drawn)	8	-0.54	15	-4	-1	6	1	-9	0
39	O=C(COc1ccc(S(=O)(=O)NC2CCCCC2)cc1Cl)NCC1CCCO1 (stereo not drawn)	-4	0.59	6	-11	8	10	2	1	0
40	Cc1cc(/C=N/n2cnnc2)c(C)n1-c1ccc(Cl)cc1Cl	-4	-0.4	7	-3	32	10	2	-7	-3
41	O=c1ccnc(S/C=C/c2ccccc2)[nH]1	1	-0.85	-4	-7	-8	-3	1	-10	-2
42	COc1ccc(/C(O)=C2/C(=O)C(=O)N(c3nc(C)c(C)s3)C2c2ccco2)cc1 (stereo not drawn)	/	/	-34	10	6	3	-1	/	-4
43	O=C1C2CC=CCC2C(=O)N1c1ccc(Cc2ccncc2)cc1 (stereo not drawn)	2	-0.6	6	-2	-7	6	2	4	1
44	CCOC(=O)c1sc2ncn(CC(=O)NCC3CCCO3)c(=O)c2c1C (stereo not drawn)	15	/	7	4	-7	1	2	6	-10
45	CN1C(=O)CSc2ccc(NC(=O)N3CCC(N4CCCCC4)CC3)cc21	-8	0.6	26	9	0	6	4	1	-5
46	O=C(CSCC(=O)N1CCCCC1)Nc1nc(-c2ccc(Cl)s2)cs1	14	/	8	-5	46	2	-2	2	-7
47	C/C(=N\O)C(=O)OC1CC(C)CCC1C(C)C (stereo not drawn)	-4	/	4	2	22	7	-1	5	0
48	CCc1nc(SCC(=O)NCc2ccco2)c2c3c(sc2n1)CCCC3	18	-0.0098	-9	-3	2	5	-2	7	3
49	CC(C)CC(c1nnnn1C1CCCC1)N1CCN(C(=O)c2ccco2)CC1 (stereo not drawn)	-16	0.16	22	-9	6	7	6	3	-1
50	COc1ccc(Oc2nc(C)nc3c2oc2ccccc23)cc1	15	-0.011	23	7	14	4	-2	5	-4
51	CC(=O)c1ccc(NC(=O)C(C)Sc2nnnn2C)cc1 (stereo not drawn)	21	-0.36	28	-10	-9	-4	2	-2	-3
52	CC(C)OCCCNC(=O)C1CCN(S(=O)(=O)N2CCCCC2)CC1	21	0.59	14	1	-7	1	-1	0	-4
53	COc1ccc(-n2c(Cc3cccn3C)nnc2SCC(=O)Nc2ccccc2)cc1	5	0.51	-1	-14	3	-4	-2	0	-1
54	Cc1nc(Nc2cccc(C(F)(F)F)c2)nc2c1C(=O)CC(C)C2 (stereo not drawn)	8	0.32	25	1	-8	5	-3	5	8
55	Cc1ccccc1-n1c(Cn2c(=O)sc3ccccc32)nnc1SCC(N)=O	-5	0.65	0	1	-6	13	3	3	1
56	COCCCNC(=O)Nc1ccc(Br)cc1Cl	-2	0.33	8	-10	-6	-12	-2	1	1
57	CCOC(=O)c1cccc2c1-c1ccccc1/C2=N/O	1	0.23	0	-10	100*	0	0	-4	3
